Screening data as filed in PubChem BioAssay.
ZTA DNA inh: blocks Epstein-Barr virus ZTA, an EBNA-1 counter-screen. P03206. 0.15% of 320,000 active. inhibition, % at 11 µM. ZTA-DNA binding, fluorescence polarization; in the data active means inhibition above about 33%
procasp3 activ: procaspase-3 (human) activation; recombinant procaspase-3 D3A, Ac-DEVD-pNA absorbance 405 nm; activation, % at 8.5 µM; AID 463141; 0.11% of 330,000 active;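 active means activation above the mean of all tested compounds plus 3 SD, cut at about 21% in these data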;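 further: 0% = DMSO alone and 100% = DMSO wells spiked with extra 5 µM PC-3 D3A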
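Test system: Procaspase-3 D3A mutant; medium: Zinc-free HEPES/NaCl buffer with 0.01% Triton X-100 at pH 7.4; reagent: DEVD-pNA substrate; doses: one concentration, 8.5 µM nominal, 0.8% DMSO; times: 1 h preincubation plus 2 h reaction at 25 °C; signal: Epi-absorbance at 405 nm of released p-nitroaniline, 0 and 120 min; replicates: singlicate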
AHR act: human AHR activation. P35869. AHR-responsive luciferase reporter cells, luminescence. 2.5% of 320,000 active. activation, % at 5 µM. AID 2796; in the data active means activation above about 47%;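 further: 0% = vehicle wells and 100% = reference agonist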
EBNA-1 inh: blocks EBNA-1 binding to DNA. 0.34% of 300,000 active. inhibition, % at 14.8 µM. EBNA-1 DNA binding, fluorescence polarization; in the data active means inhibition above about 28%
LAP4 TOR yeast: alters LAP4-GFP fluorescence in TOR pathway yeast screen; AID 2023; 0.34% of 320,000 active; GFP response vs DMSO, % at 10 µM; S. cerevisiae LAP4-GFP multiplex, flow cytometry GFP, 3 h; median GFP as percent of DMSO wells;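 active means GFP response vs DMSO above a set limit, about the screen mean plus 3 SD, cut at about 150% in these data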
MEP2-GFP yeast: alters MEP2-GFP fluorescence in TOR pathway yeast screen | 0.51% of 330,000 active | S. cerevisiae MEP2-GFP strain, flow cytometry GFP, 3 h; 100% = DMSO control level | GFP response vs DMSO, % at 10 µM;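 active means GFP response versus DMSO above a set limit, roughly screen mean plus 3 SD, cut at about 180% in these data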;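 further: median GFP fluorescence of the barcode-gated MEP2-GFP cells per well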
procasp7 counter: counter-screen: procaspase-7 (human) activation | recombinant procaspase-7, Ac-DEVD-pNA absorbance 405 nm; D23A/D198A/D206A triple mutant, cannot self-cleave; scale: DMSO 0, 5 µM enzyme 100 | 0.093% of 330,000 active | AID 463210 | P55210 | activation, % at 8.5 µM;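 active means percent activation above the screen-wide mean plus 3 SD, cut at about 25% in these data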
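System: Procaspase-7 triple mutant (PC-7 D3A); measure: % activation from two-timepoint absorbance difference, scaled to controls; times: 1 h compound preincubation, 2 h substrate cleavage, 25 °C; also added: Ac-DEVD-pNA substrate, 400 µM as added; measured by: Epi-absorbance of released pNA at 405 nm, two timepoints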
RPL19A TOR yeast: yeast TOR pathway RPL19A-GFP modulation. S. cerevisiae RPL19A-GFP strain, flow cytometry, 3 h; stronger effect = lower value. 0.3% of 330,000 active. percent response vs DMSO, % at 10 µM;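 active means percent response vs DMSO below 50%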;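 further: median channel GFP fluorescence of the barcoded RPL19A-GFP strain; ratio of sample median GFP to plate DMSO average so 100% = DMSO; lower means less RPL19A-GFP as with rapamycin TOR inhibition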
* = called active by the depositor; . = not tested or not shown; [ ] = dose if it differs, or a comment.

SMILES	ZTA DNA inh	procasp3 activ	AHR act	EBNA-1 inh	LAP4 TOR yeast	MEP2-GFP yeast	procasp7 counter	RPL19A TOR yeast
CCCn1nnc(NC(=O)c2ccc([N+](=O)[O-])cc2Cl)n1	-7	4	8	8	106	108	-3	111
Cc1ccc(/C=c2\sc3n(c2=O)CN(c2ccc(Br)cc2)CN=3)o1	-4	-9	15	-11	104	95	-13	97
Cc1nc(C)c(C(=O)NNS(=O)(=O)c2ccc3ccccc3c2)s1	4	-3	0	4	94	97	4	95
CCCC(=O)NC(=S)Nc1nc(-c2ccc(OC)cc2)cs1	-2	-11	13	-10	98	98	-1	98
Nc1nonc1-c1nc2ccccc2n1CC(=O)N1CCN(c2ccc(F)cc2)CC1	-9	1	3	21	98	102	-19	99
Clc1cc(Cl)cc(CSc2nnc(-c3sccc3-n3cccc3)o2)c1	8	-9	-1	-2	103	100	-1	95
CCCn1c(=N)c(C#N)cc2c(=O)n3ccccc3nc21	16	-25	85*	1	80[may fluoresce violet]	298*[may fluoresce violet]	-24	73[may fluoresce violet]
Cc1ccc(NC(=O)CNC(=O)c2cccs2)c(O)c1	2	-3	6	-5	93	103	2	92
COc1cccc(C(=O)NCCNC(=O)c2ccccn2)c1	-9	-7	0	-2	92	104	5	105
Cn1c(=O)c2c(nc(N3CCCCCC3)n2CC(=O)c2ccc(Br)cc2)n(C)c1=O	-1	-3	1	-2	102	98	8	104
CC(C)Cc1nnc(NC(=O)C2CC(=O)N(Cc3ccccc3)C2)s1 (stereo not given)	12	-9	-1	4	86	104	4	107
Cc1noc(/C=C/N(C)C)c1S(=O)(=O)N1CCCC(C(=O)NCc2ccc(F)cc2)C1 (stereo not given)	9	9	-2	-10	112	111	-3	100
O=C(COC(=O)CCSc1ccc(Cl)cc1)Nc1ccc(F)cc1	-6	-8	0	3	96	100	-14	101
CCOC(=O)c1ccc(NC(=O)COc2ccc(-n3cnnn3)cc2)cc1	-8	6	-2	-2	93	96	7	93
Cc1cccc(N(CC(=O)NCCSCc2ccccc2)S(C)(=O)=O)c1	-12	12	2	2	90	101	1	100

Single values from above:
Nc1nonc1-c1nc2ccccc2n1CC(=O)N1CCN(c2ccc(F)cc2)CC1 in AHR act is entered as 3
Cc1noc(/C=C/N(C)C)c1S(=O)(=O)N1CCCC(C(=O)NCc2ccc(F)cc2)C1 (stereo not given) in procasp3 activ is entered as 9
Cc1ccc(/C=c2\sc3n(c2=O)CN(c2ccc(Br)cc2)CN=3)o1 in procasp3 activ is entered as -9
CCCC(=O)NC(=S)Nc1nc(-c2ccc(OC)cc2)cs1 in procasp7 counter is entered as -1

The list goes on:
SMILES	ZTA DNA inh	procasp3 activ	AHR act	EBNA-1 inh	LAP4 TOR yeast	MEP2-GFP yeast	procasp7 counter	RPL19A TOR yeast
O=C(Cc1ccc([N+](=O)[O-])cc1)Nc1nccs1	4	10	5	-7	117	109	9	109
Cc1cccc(C(=O)O/N=C(\N)c2ccccn2)c1	5	0	10	7	109	102	0	99
CCC(=O)N(Cc1ccc2c(c1)OCO2)Cc1cc2cc(OC)ccc2[nH]c1=O	-8	4	5	-7	93	96	6	96
COc1ccc(C(C(=O)NC(C)(C)C)N(C(=O)CCC(=O)Nc2ccccn2)C2CCCCC2)cc1 (stereo not given)	3	1	3	-2	99	105	0	103
O=C(c1ccc2ncsc2c1)N1CCCC(C(F)(F)F)C1 (stereo not given)	-10	-7	38	-2	117	116	-15	104
OC(CNCc1ccccc1F)COc1cccc2ccccc12 (stereo not given)	2	-5	2	2	103	103	2	99
O=C(Nc1cccc(-n2cnnn2)c1)c1ccccc1Br	-16	1	33	-7	92	99	5	100
O=C(Nc1ccccc1F)c1ccncc1	2	0	1	-2	103	99	8	100
Cc1cccc(OCC(=O)Nc2ccncc2)c1	10	1	2	-7	108	90	-2	96
Cc1ccc(C(=O)O/N=C(\N)c2ccccn2)cc1Cl	-11	9	-2	-13	103	102	-6	100
COc1ccc(NC2CCCN(C(=O)CCN3CCCO3)C2)cc1 (stereo not given)	-7	-1	5	-7	100	89	4	94
CC1(C)CC(=O)C(C=NCCC2=CCCCC2)=C(O)C1	3	-3	1	-4	100	97	4	96
Cc1ccccc1-c1nc2c(s1)CCc1onc(-c3cccc([N+](=O)[O-])c3)c1-2	7	6	3	9	97	101	2	103
O=C(COc1ccc(Br)cc1)N1CCN(c2ccccc2)CC1	9	4	-2	-4	108	99	6	100
COC(=O)C(=C/C(C)=C/c1cccs1)C(=O)OC	14	7	-1	4	115	100	7	92
COc1ccc(NC(=O)CCCc2ccccc2)c(OC)c1	9	-1	2	6	95	102	5	104
CCCCCCC(=O)Nc1c2c(nc3ccccc13)N(C)CC2	-8	1	26	14	100	103	-7	103
CCC(C)[C@@H](C(=O)N1CCNCC1)n1cc(CCCN=C(N)N)nn1 (stereo not given in full)	-2	2	0	-10	99	104	-5	98
COc1cccc(-c2nnc(N)o2)c1	14	-3	6	-3	95	102	-3	100
Cc1cccn2c(Nc3ccccc3)c(-c3ccccn3)nc12	7	-10	4	-3	111	97	-2	99
O=C(CCCO)NNc1c2ccccc2nc2ccccc12	9	-7	1	6	110	101	-3	101
COc1ccccc1N(O)C1CC(=O)N(c2ccc(F)cc2)C1=O (stereo not given)	-1	-17	5	1	93	101	-23	101
c1ccc2[nH]c(SCc3ccc(-c4nnco4)cc3)nc2c1	-7	2	3	-7	103	82	0	94
CCCCOC(=O)CSC1=C(C#N)C(c2ccc3c(c2)OCO3)CC(=O)N1 (stereo not given)	-18	3	8	-7	114	115	15	107
CC(C)Cn1c(CNC(=O)c2ccccc2)nc2ccccc21	14	3	14	7	95	101	-5	98
CCN1C(=O)C2(C(C(=O)c3cc4ccccc4o3)=C(O)C(=O)N2CCCN2CCOCC2)c2ccccc21 (stereo not given)	10	-1	6	8	111	90	3	102
CCn1c(SC(C)C(=O)Nc2ccc3c(c2)OCCO3)nnc1C1CC1 (stereo not given)	5	10	0	.	108	109	-5	109
Cc1ccc(-n2nnnc2SCC(=O)Nc2c(C)n(C)n(-c3ccccc3)c2=O)cc1	8	3	1	1	97	107	-7	99
COC(=O)c1c(-c2cccnc2)csc1NC(=O)c1ccc2c(c1)OCO2	9	-3	114*	-6	99	149	-9	107
c1ccc2[nH]c(-c3ccc4c(c3)OCO4)nc2c1	-1	-4	1	0	111	102	2	108

Part of the list above in order of SMILES length, ascending.
SMILES	ZTA DNA inh	procasp3 activ	AHR act	EBNA-1 inh	LAP4 TOR yeast	MEP2-GFP yeast	procasp7 counter	RPL19A TOR yeast
Cc1cccn2c(Nc3ccccc3)c(-c3ccccn3)nc12	7	-10	4	-3	111	97	-2	99
COc1ccccc1N(O)C1CC(=O)N(c2ccc(F)cc2)C1=O (stereo not given)	-1	-17	5	1	93	101	-23	101
CCC(C)[C@@H](C(=O)N1CCNCC1)n1cc(CCCN=C(N)N)nn1 (stereo not given in full)	-2	2	0	-10	99	104	-5	98
CCN1C(=O)C2(C(C(=O)c3cc4ccccc4o3)=C(O)C(=O)N2CCCN2CCOCC2)c2ccccc21 (stereo not given)	10	-1	6	8	111	90	3	102

(more compounds)
SMILES	ZTA DNA inh	procasp3 activ	AHR act	EBNA-1 inh	LAP4 TOR yeast	MEP2-GFP yeast	procasp7 counter	RPL19A TOR yeast
Cc1ccc(C(=O)N(Cc2cccs2)C2CCS(=O)(=O)C2)cc1 (stereo not given)	-4	8	0	5	97	104	-3	103
CCCCOc1ccc(CSC2=NCCN2)cc1[N+](=O)[O-]	-17	5	2	-2	92	104	-4	105
COc1ccc(C2/C(=C(/O)c3ccccc3)C(=O)C(=O)N2c2ccccn2)cc1OC (stereo not given)	3	-12	1	2	93	97	1	93
CCN(CC)C(=O)CN(C)S(=O)(=O)c1cccc2nsnc12	-9	1	2	-3	92	98	-7	96
COc1cc(C(c2nnnn2C2CCCC2)N2CCN(C(=O)c3ccco3)CC2)cc(OC)c1OC (stereo not given)	-5	0	-1	4	99	96	2	102
CC(C)CNC(=O)c1cccc(NC(=O)Cc2ccc(Br)cc2)c1	-15	8	-1	9	99	111	-1	102
Brc1ccc(-c2cnnc(N3CCCC3)n2)cc1	2	1	-11	-14	133	104	-4	92
Fc1ccc(C(c2nnnn2C2CCCC2)N(Cc2ccco2)CC2CCCO2)cc1 (stereo not given)	12	-3	-2	-2	100	96	1	102
CC(C(=O)Nc1ccc(F)cc1Cl)N(C)CCOc1ccccc1 (stereo not given)	-13	1	-5	2	97	103	0	105
CCn1cc(CN2CCN(CCC(C)C)C(CCO)C2)c2ccccc21 (stereo not given)	-2	9	11	-18	69	85	-1	90
Cc1cc(C)c(S(=O)(=O)Nc2cc(SCC(=O)O)c(O)c3ccccc23)cc1C	0	-22	61*	0	99	95	-8	96
O=C(NC1CCS(=O)(=O)C1)c1ccc2c(c1)OCO2 (stereo not given)	1	8	0	3	89	98	9	97
Cc1cc(=O)oc2cc(NC(=O)C(C)Oc3ccc(F)cc3)ccc12 (stereo not given)	-3	6	3	0	109	106	2	98
O=c1cc(O)sc2ccccc12	9	-4	9	-14	99	102	-10	103
OCc1nc2ccc(Cl)cc2[nH]1	6	10	3	5	97	100	17	102
Cc1ccc(C)n1-c1ccccc1N	-17	-7	2	-4	98	97	-11	100
O=C(CCC1CCCN(C(=O)c2ccco2)C1)NCc1ccccc1F (stereo not given)	-5	3	0	-13	106	98	3	100
O=C(CSc1nnc(Cc2ccccc2)n1Cc1ccco1)NC12CC3CC(CC(C3)C1)C2	12	0	-3	4	101	99	2	98
Cc1cc(C)nc(/N=C(\N)Nc2ccc(SC(F)F)cc2)n1	-19	-3	17	-5	103	104	-7	101
Cc1cccc(OCC(O)Cn2c(N3CCCCC3)nc3c2c(=O)n(C)c(=O)n3C)c1 (stereo not given)	-3	0	3	-4	97	113	5	110
NC(=O)c1nsc(C(=O)N(CC(=O)NC2CCCCC2)c2ccc(Cl)cc2)c1N	18	3	0	-7	95	107	9	104
CCOC(=O)c1ccc(N2C(=O)C(CC(N)=O)N(NC(=O)c3cccc(F)c3)C2=S)cc1 (stereo not given)	-17	0	0	0	82	96	0	95
O=C(NCC1CCCO1)c1ccc(CSCc2cccc(F)c2)o1 (stereo not given)	-13	4	1	1	103	100	0	100
c1ccc(CN2CCC3(CCCc4ccccc43)CC2)cc1	6	8	-3	-6	87	94	-1	99
Cc1ccc2c(CC(=O)N3CCc4ccccc43)coc2c1	-1	-1	32	8	109	98	8	98
Cc1ccc(-c2nc3ncccc3o2)cc1NC(=O)C(C)(C)C	3	1	91*	-5	97	106	-3	106
CN(C)CC(C)(C)CNS(=O)(=O)c1cccc(Cl)c1Cl	-17	-3	-1	1	104	103	-8	102
CCOC(=O)C1(Cc2ccc(OC)cc2)CCN(C(=O)CCc2cnccn2)CC1	7	-6	4	-11	94	98	-3	97
O=C(CCl)NCCNC(=O)c1cc(OCC(F)(F)F)ccc1OCC(F)(F)F	2	4	3	-16	97	102	3	94
COC(=O)C(C)N=Cc1ccccc1 (stereo not given)	-5	6	0	-5	94	94	-2	97
Cc1ccc(NC(=O)CCC(=O)OCC(=O)c2ccc(-c3ccccc3)cc2)cc1	14	-4	1	9	107	99	0	100
O=C(CCC(=O)N1CCN(c2ccc(O)cc2)CC1)c1ccc(Br)cc1	0	-8	1	2	97	109	-7	114
CN(C)c1ccc(S(=O)(=O)NCC(=O)N2CCN(c3ccccc3)CC2)cc1[N+](=O)[O-]	-15	2	-2	-4	103	103	-4	99
NC(=O)c1cc(S(=O)(=O)Nc2ccc(OC(F)(F)F)cc2)cs1	13	2	0	2	92	118	5	103
